Avidin bead fluor: avidin bead compound fluorescence profile; AID 1775; Avidin beads, compound fluorescence 488/530 nm, flow cytometry; stronger effect = higher value; fluorescence (KMESF) at 10 µM; 0.38% of 220,000 active; in the data active = fluorescence above about 47; note: inactives centre near 10
Cdc42 wt GTP: changes GTP binding to wildtype human Cdc42 | 0.2% of 190,000 active | AID 761 | percent activity (GTP binding), % at 10 µM | P60953 | GST-Cdc42 beads, Bodipy-GTP binding, flow cytometry; actives lie on both sides;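 active = percent activity GTP binding at least 20 points away from the 100% baseline, either down as inhibitor or up as activator; inconclusive = compound flagged as likely green fluorescent from well-wide comparison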;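 note: median bead fluorescence of bound Bodipy-FL-GTP at 100 nM; 0% = excess unlabeled GTP control and 100% = no compound control; below 100% means less GTP binding so inhibitor and above means activator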
Target sequence (P60953 whole entry, looked up): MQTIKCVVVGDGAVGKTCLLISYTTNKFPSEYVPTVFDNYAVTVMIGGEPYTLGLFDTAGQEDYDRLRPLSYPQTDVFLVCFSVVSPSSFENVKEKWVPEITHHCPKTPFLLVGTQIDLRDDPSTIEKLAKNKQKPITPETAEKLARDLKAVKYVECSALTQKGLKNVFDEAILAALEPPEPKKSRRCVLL
GSH bead fluor: GSH bead compound fluorescence profile | 0.25% of 190,000 active | GSH beads flow cytometry, compound fluorescence 488/530 nm; stronger effect = higher value | fluorescence (KMESF) at 10 µM; in the data active = fluorescence above about 89;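 note: glutathione beads carrying GST-tagged Bcl family fusion proteins plus one bare bead set; values are compound well signal with DMSO vehicle wells as background; inactives centre near 16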
ABCB1 inh: inhibitors of human ABCB1 transporter, ABCG2 counter-screen. P08183. CCRF-Adr cells, JC-1 efflux, flow cytometry. inhibition, % at 6.6 µM. 0.067% of 190,000 active; in the data active = inhibition above about 40%;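 note: 0% = vehicle and 100% = reference inhibitor; higher value means more JC-1 retained so stronger ABCB1 efflux block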
HRas wt GTP bind: human HRas wildtype GTP binding, change in either direction | P01112 | GST-Ras wt beads, Bodipy-FL-GTP binding, flow cytometry; actives lie on both sides | GTP binding activity, % at 10 µM | 0.14% of 190,000 active | AID 759;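 active = GTP binding activity at least 20% away from the 100% baseline, either lowered as inhibitor or raised as activator; inconclusive = flagged as likely green fluorescent, judged across all proteins in the well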;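 note: 0% = unlabeled GTP competition control and 100% = no-compound control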
Target sequence (P01112 whole entry, looked up): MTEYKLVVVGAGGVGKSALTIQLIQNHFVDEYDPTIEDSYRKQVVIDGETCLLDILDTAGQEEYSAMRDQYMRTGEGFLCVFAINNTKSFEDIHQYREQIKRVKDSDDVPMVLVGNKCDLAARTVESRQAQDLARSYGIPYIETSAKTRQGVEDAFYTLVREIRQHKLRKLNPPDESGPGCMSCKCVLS
Rac1 act GTP bind: human Rac1 activated mutant GTP binding change | 0.11% of 190,000 active | GST-Rac1 activated beads, fluorescent GTP binding, flow cytometry; actives lie on both sides; 100% means binding = to untreated wells | P63000 | percent activity (GTP binding), % at 10 µM;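 active = GTP binding at least 20 percentage points away from the 100% baseline, in either direction, so actives lie on both sides; inconclusive = Compound likely fluorescent itself, or too few beads counted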
Rab7 wt modul: dog Rab7 wildtype GTP binding, inhibitors and activators | GST-Rab7 beads, fluorescent GTP binding, flow cytometry; actives lie on both sides; untreated = 100%, excess cold GTP = 0% | GTP binding activity (percent of control), % at 10 µM | 0.055% of 190,000 active | AID 758;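 active = fluorescent GTP binding to Rab7 beads changed by at least 20 points from the 100% baseline, either direction, mostly lower; inconclusive = compound itself probably fluorescent, or too few beads counted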;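 note: median green fluorescence of bound Bodipy-FL-GTP per Rab7 bead population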
Rac1 wt GTP bind: modulators of human Rac1 wildtype GTP binding; AID 757; GTP binding activity (% of control), % at 10 µM; 0.27% of 190,000 active; P63000; GST-Rac1 beads, fluorescent GTP binding, flow cytometry; actives lie on both sides; 0 = cold GTP competed, 100 = untreated;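 active = GTP binding activity at least 20 points away from the 100% control level, either lower or higher; inconclusive = compound flagged as likely green fluorescent, judged across all proteins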
ABCG2 block: blocks JC-1 efflux by human ABCG2 transporter. Q9UNQ0. IgMXP3 cells, flow cytometry. inhibition, % at 6.6 µM. 0.1% of 190,000 active;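 active = inhibition above 80%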;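 note: 0% = DMSO and 100% = nicardipine control wells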
Target sequence (Q9UNQ0 whole entry, looked up): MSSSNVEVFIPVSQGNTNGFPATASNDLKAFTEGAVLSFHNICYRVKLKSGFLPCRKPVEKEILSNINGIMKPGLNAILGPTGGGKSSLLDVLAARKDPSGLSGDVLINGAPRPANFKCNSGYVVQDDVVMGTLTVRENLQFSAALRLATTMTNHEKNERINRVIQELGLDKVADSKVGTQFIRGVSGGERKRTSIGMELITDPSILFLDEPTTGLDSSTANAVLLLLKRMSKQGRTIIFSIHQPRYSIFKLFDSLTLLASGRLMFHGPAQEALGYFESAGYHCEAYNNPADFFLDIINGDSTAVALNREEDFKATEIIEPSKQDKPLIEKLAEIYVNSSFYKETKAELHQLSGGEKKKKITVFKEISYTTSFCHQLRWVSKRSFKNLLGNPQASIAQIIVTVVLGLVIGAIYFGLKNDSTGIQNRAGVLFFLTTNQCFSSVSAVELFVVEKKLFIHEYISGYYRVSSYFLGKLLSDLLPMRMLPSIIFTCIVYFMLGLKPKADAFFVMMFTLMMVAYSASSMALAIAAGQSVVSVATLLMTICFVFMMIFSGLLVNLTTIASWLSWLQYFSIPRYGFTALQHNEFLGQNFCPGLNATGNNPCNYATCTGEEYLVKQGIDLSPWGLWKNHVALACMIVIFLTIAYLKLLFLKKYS
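Times: 10 min at 25 °C | Test system: Two drug-resistant human cell lines, ABCG2 and ABCB1 | Quantity: 3 million cells/mL final, two lines in 1:1 ratio | Signal: Flow cytometry, 530 nm JC-1 signal | Dosing: Compound at 6.6 µM | Controls: Nicardipine and DMSO wells | Reagent: JC-1 as fluorescent efflux pump substrate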
Rab2 wt GTP: changes GTP binding to wildtype dog Rab2A, up or down | P61105 | AID 760 | 0.19% of 190,000 active | GTP binding activity, % at 10 µM | GST-Rab2 wt beads, Bodipy-GTP binding, flow cytometry;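 active = GTP binding activity at least 20 points away from 100%, either lowered or raised; inconclusive = signal likely due to the compound's own green fluorescence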;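 note: 0% = beads with excess unlabeled GTP and 100% = no-compound control corrected for plate trend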
Pf gametocyte: kills late stage P. falciparum gametocytes. P. falciparum stage V gametocytes, ATP luminescence, 24 h. inhibition, % at 10.9 µM. 0.065% of 150,000 active;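 active = inhibition above the mean plus 3 SD of compounds within the control limits, set per campaign, cut at about 38% in these data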;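 note: 0% = DMSO wells and 100% = medium only without gametocytes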
The depositor's hits bear a star; u = inconclusive; x = no result given.

SMILES	Avidin bead fluor	Cdc42 wt GTP	GSH bead fluor	ABCB1 inh	HRas wt GTP bind	Rac1 act GTP bind	Rab7 wt modul	Rac1 wt GTP bind	ABCG2 block	Rab2 wt GTP	Pf gametocyte
CC(C)(C)NC(=O)/C=C/c1cccs1	11	93	10	0.9	96	94	102	94	11	97	-2
O=C(CSc1cccc[n+]1[O-])Nc1ccc(N2CCOCC2)cc1	11	93	16	-0.2	93	96	97	98	-2	94	x
Cc1nc2cc(C(=O)OCC(=O)NC34CC5CC(CC(C5)C3)C4)ccc2n1-c1ccccc1	11	90	11	2.0	91	93	96	94	17	92	-17
CCn1c(=O)cc(OCC(=O)NCCCN2CCN(c3cccc(Cl)c3)CC2)c2ccccc21	23	u	21	2.7	u	u	u	u	3	u	-13
CCCCNC(=O)C1=C(N)C(C(=O)Nc2ccc(C)c(S(=O)(=O)N3CCCCC3)c2)SC1=Nc1ccc(C)cc1C (stereo not given)	35	105	17	-0.1	101	101	100	105	-1	100	-22
Cc1ccc(/C(N)=N/OC(=O)/C=C/c2ccccc2)cc1	8	102	19	0.0	102	98	95	102	1	102	3
Cc1ccccc1CSCCC(=O)NCCc1ccccc1	7	96	13	0.6	97	94	96	100	6	99	x
CNC(=O)Nc1cc(C)nn1C	9	96	16	0.2	97	96	103	98	2	97	x
O=[N+]([O-])c1c(NCCO)cc(Sc2nc3ccccc3s2)c2nonc12	6	100	20	0.6	102	94	100	99	3	99	x
CC1=C(C(=O)OCC2CCCO2)C(c2ccccc2)C2=C(CC(C)(C)CC2=O)N1 (stereo not given)	5	97	18	0.0	99	97	107	100	2	100	-2
Cc1ccc(O)c(N=CC2=C(O)c3ccccc3C2=O)c1	13	94	8	0.5	97	95	97	92	1	92	x
CC1CCCC(C)N1C(=O)CSc1nc(N)c(-c2ccccc2)c(=O)[nH]1 (stereo not given)	15	101	14	0.5	102	100	94	102	1	97	-3
NC(=O)C1CCN(C(=O)c2ccc(CS(=O)(=O)c3c(Cl)cccc3Cl)o2)CC1	6	100	21	0.3	98	98	96	104	0	99	x
CC(C)n1c2ccccc2c2nnc(SCC(=O)OCN3C(=O)c4ccccc4C3=O)nc21	13	103	30	27	101	99	98	106	6	101	6
COC(=O)C1(C(F)(F)F)N=C(N(C)C)OC(N(C)C)=N1	43	102	26	1.2	98	99	95	102	11	97	x
CC(=O)NC1=NN(C(C)=O)C(c2cccc([N+](=O)[O-])c2)S1 (stereo not given)	11	98	18	1.9	98	98	96	105	2	97	-10
FC(F)(F)c1ccccc1/C=N/N1CCN(Cc2ccccc2)CC1	3	98	6	0.1	99	98	98	102	1	97	16
O=C1c2ccccc2C(=O)N1CCC(c1ccccc1)c1ccco1 (stereo not given)	12	99	31	1.5	99	98	103	105	20	99	x
CCCOC(=O)C(C)Sc1n[nH]c(=O)[nH]c1=O (stereo not given)	6	98	14	2.4	98	97	106	99	3	98	-26
CCOC(=O)C1CCCN(CC(O)COc2ccc(OC)cc2C(C)(C)C)C1 (stereo not given)	12	100	29	2.0	98	97	102	104	4	96	x
O=C(NP(=O)(N1CCOCC1)N1CCOCC1)C1=C(N2CCOCC2)/C(=C\c2ccccc2)CC1	9	99	15	0.1	98	96	109	95	0	94	x
CCc1nnc(NC(=O)/C=C/c2ccc(C)o2)s1	13	103	22	0.3	100	102	103	99	11	99	-4
Cc1c(-c2n[nH]c(=S)n2-c2ccc(Br)cc2)nnn1-c1ccc(Cl)cc1	x	92	14	-0.4	95	92	96	94	-2	92	3
Nc1cccc(-c2nnc3n2CCCCC3)c1	10	98	64	0.0	101	100	105	101	0	98	x
CCn1c(SCc2nc3cc(OC)c(OC)cc3c(=O)[nH]2)nnc1-c1ccncc1	11	100	23	0.2	100	97	97	98	2	98	x
Next section:
SMILES	Avidin bead fluor	Cdc42 wt GTP	GSH bead fluor	ABCB1 inh	HRas wt GTP bind	Rac1 act GTP bind	Rab7 wt modul	Rac1 wt GTP bind	ABCG2 block	Rab2 wt GTP	Pf gametocyte
Cc1cc2oc(C(=O)Nc3ccc(S(=O)(=O)Nc4nccs4)cc3)cc(=O)c2cc1Cl	7	96	13	-0.4	98	96	98	96	0	96	5
CCOc1cc(C(=O)Nc2ccc(S(=O)(=O)Nc3cc(C)on3)cc2)cc(OCC)c1OCC	14	99	33	0.1	99	97	99	97	1	98	x
CCNC(=O)n1nccc1C(C)Oc1ccc(Cl)cc1 (stereo not given)	19	97	53	0.3	101	96	101	99	1	99	16
CCCNC(=O)Cc1ccsc1	34	104	26	1.4	101	100	103	105	14	100	8
COCCNC(=O)CSc1ccc(C)cc1	22	103	19	-0.7	102	101	98	104	-1	101	x
N#C/C(=C/c1ccc(-c2cc(C(=O)O)cc(C(=O)O)c2)o1)c1nc2ccccc2s1	13	71*	7	-2.0	75*	77*	86	70*	-5	67*	x
C=CCn1c(SCc2cc(C(=O)OC)c(C)o2)nnc1-c1ccncc1	5	101	37	0.5	98	99	101	100	3	99	-17
Cc1cc(C)cc(NC(=O)CN2CCc3ccccc3C2)c1	34	105	13	0.5	104	99	104	103	1	103	x
COc1ccc(N(C(=O)C(C)C)S(=O)(=O)c2cccc3cccnc23)cc1	14	102	4	0.9	102	102	96	106	0	101	-25
CC(C)c1nnc(NC(=O)CCC(=O)NCc2ccc3c(c2)OCO3)s1	37	101	22	0.5	99	99	101	103	1	100	x
O=C(O)CCC(=O)N1CCN(c2ccccn2)CC1	13	95	15	0.5	97	93	98	94	4	94	x
Cc1c(NC(=O)c2ccc(COc3ccc4ccccc4c3)o2)c(=O)n(-c2ccccc2)n1C	20	100	13	1.7	102	99	104	105	3	101	x
Cc1[nH]nc2c1C1(CCOC1C)C(C#N)=C(N)O2 (stereo not given)	13	94	39	0.5	96	95	94	93	1	96	x
CCOc1cccc(-c2nn3c(-c4cc(C)[nH]n4)nnc3s2)c1	7	90	36	0.9	88	91	92	89	3	86	6
FC(F)(F)c1ccccc1CN1CCN(C2CCCCCC2)CC1	16	106	13	0.6	105	104	98	104	1	102	-5
COc1ccccc1NC(=O)Cn1nnc(-c2ccccc2NC(=O)c2ccco2)n1	x	100	10	0.2	101	102	99	102	1	101	x
COC(=O)Cn1c2ccc(F)cc2c2nc(C)sc21	5	103	38	0.0	101	102	102	105	0	101	10
CNC(=O)c1sc(-c2ccccn2)nc1C	6	96	13	0.7	96	96	98	95	2	96	-1
O=C(CN1CCC(NC(=O)c2ccccc2)CC1)NCc1ccccc1F	11	98	39	0.3	97	93	95	93	2	95	5
COc1ccc(CCNC(=O)c2ccc(-c3ccc([N+](=O)[O-])cc3Cl)o2)cc1OC	13	98	12	0.1	92	95	94	93	0	91	-11
CC(=O)C1=C(O)CCC1=N	33	101	24	-0.1	102	99	96	104	4	105	-13
O=C(O)c1ccc(N2C(=O)CC(N3CCC(c4nc5ccccc5[nH]4)CC3)C2=O)cc1 (stereo not given)	16	u	12	-1.2	u	u	u	u	-1	u	-10
O=C(NC1=NCCS1)c1cccs1	9	102	12	1.5	103	100	103	106	3	103	8
CC1=CN2C(=N)/C(=C\c3cn(CCCOc4ccccc4)c4ccccc34)C(=O)N=C2S1	12	99	13	-0.6	98	98	94	99	1	97	-8
Cc1ccc(S(=O)(=O)N(CCO)c2cc3c(s2)CCCC3)cc1	7	97	31	0.2	98	93	99	94	0	95	8

Complete entries, quoted from the list. Screens in order: Avidin bead fluor, Cdc42 wt GTP, GSH bead fluor, ABCB1 inh, HRas wt GTP bind, Rac1 act GTP bind, Rab7 wt modul, Rac1 wt GTP bind, ABCG2 block, Rab2 wt GTP, Pf gametocyte
`O=C(O)c1ccc(N2C(=O)CC(N3CCC(c4nc5ccccc5[nH]4)CC3)C2=O)cc1` (stereo not given) is listed as 16, u, 12, -1.2, u, u, u, u, -1, u, -10
`Cc1[nH]nc2c1C1(CCOC1C)C(C#N)=C(N)O2` (stereo not given) is listed as 13, 94, 39, 0.5, 96, 95, 94, 93, 1, 96, x
`CC(=O)C1=C(O)CCC1=N` is listed as 33, 101, 24, -0.1, 102, 99, 96, 104, 4, 105, -13
`COc1ccc(N(C(=O)C(C)C)S(=O)(=O)c2cccc3cccnc23)cc1` is listed as 14, 102, 4, 0.9, 102, 102, 96, 106, 0, 101, -25

(continued)
SMILES	Avidin bead fluor	Cdc42 wt GTP	GSH bead fluor	ABCB1 inh	HRas wt GTP bind	Rac1 act GTP bind	Rab7 wt modul	Rac1 wt GTP bind	ABCG2 block	Rab2 wt GTP	Pf gametocyte
O=C(NNc1ccnc2cc(Cl)ccc12)C1CCCCC1	13	101	16	0.8	100	99	104	104	20	98	-1
COc1ccc(C(=O)COC(=O)c2ccco2)cc1	19	102	24	0.7	102	98	102	103	5	101	x
O=C(O)C1CCCN(S(=O)(=O)c2cccs2)C1 (stereo not given)	36	98	14	0.4	96	94	93	100	1	101	x
Cc1ccccc1C(=O)N1CCN=C1SCc1ccc([N+](=O)[O-])cc1	5	97	22	0.8	96	97	93	95	8	96	16
COc1ccc(-c2cnnn2-c2ccc(NC(=O)c3ccc(S(=O)(=O)N4CCCCC4)cc3)cc2)cc1OC	15	100	11	-0.2	100	101	100	101	2	98	4
COc1ccc(CCC(=O)N(C)CC(=O)Nc2cc(C)ccc2C)cc1	9	96	15	0.2	99	93	96	95	6	96	21
Cc1nnc2n(c1=O)N=C(c1ccc(Cl)cc1)CS2	15	100	9	x	100	98	98	99	2	99	3
C(=C\c1nc(N2CCCCCC2)c2ccccc2n1)/c1ccccc1	8	98	10	1.8	101	101	100	105	8	99	x
Cc1cccc(NC(=O)c2cccc3c2C(=O)c2ccccc2-3)c1	10	99	8	0.3	97	99	94	102	3	97	19

A few values from the results shown.
For HRas wt GTP bind, `Cc1ccc(O)c(N=CC2=C(O)c3ccccc3C2=O)c1` has 97
For Rab2 wt GTP, `Cc1c(NC(=O)c2ccc(COc3ccc4ccccc4c3)o2)c(=O)n(-c2ccccc2)n1C` has 101
For Rab7 wt modul, `O=C(NC1=NCCS1)c1cccs1` has 103
For GSH bead fluor, `O=C(CN1CCC(NC(=O)c2ccccc2)CC1)NCc1ccccc1F` has 39
For ABCG2 block, `O=C(NNc1ccnc2cc(Cl)ccc12)C1CCCCC1` has 20
For ABCB1 inh, `CC1=CN2C(=N)/C(=C\c3cn(CCCOc4ccccc4)c4ccccc34)C(=O)N=C2S1` has -0.6
For Rab7 wt modul, `FC(F)(F)c1ccccc1CN1CCN(C2CCCCCC2)CC1` has 98

Assay outcomes (PubChem BioAssay)
